EBV LMP1 NFkB: inhibitors of Epstein-Barr LMP1-induced NF-kappaB reporter; 350,000 compounds, 0.69% hits; LMP1-induced NF-kappaB luciferase reporter cells, luminescence; inhibition, % at 12.5 µM; in the data active = inhibition above about 41%;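 note: 0% = neutral control wells and 100% = reference inhibitor control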
MC4R antag cAMP: antagonists of human melanocortin 4 receptor (MC4R); P32245; MC4R-expressing cells, MTII-stimulated cAMP, LANCE TR-FRET; inhibition, % at 6.5 µM; 360,000 compounds, 0.48% hits; AID 540295;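 active = inhibition above its plate's cutoff, the mean of tested wells on that plate plus 3 SD, cut at about 29% in these data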;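 note: 0% = Melanotan II alone and 100% = Melanotan II plus saturating MCL0020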
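System: U2OS-MC4R stable cell line; Technique: Eu-cAMP/anti-cAMP TR-FRET, emission 671 nm; Repeats: single well per compound; Also added: Melanotan II; Dosing: one concentration, 6.5 µM nominal; Schedule: 30-min compound, 1-h challenge, 1-h detection, room temperature.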
NR2F2 inh: NR2F2 (human) inhibition, primary screen; P24468; 370,000 compounds, 0.7% hits; inhibition, % at 8.6 µM; HEK293T NGFI-A luciferase reporter, luminescence;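 active = inhibition above a per-plate cutoff, mean inhibition of test wells between control levels plus 3 SD, cut at about 38% in these data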;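 note: cells cotransfected with COUP-TFII expression vector driving the NGFI-A reporter; 0% = median of COUP-TF2 test wells and 100% = reporter-only cells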
SRC1 inh: inhibitors of human steroid receptor coactivator 1 (SRC1); HEK293 GAL4-SRC1 luciferase reporter, luminescence; 360,000 compounds, 0.12% hits; Q15788; inhibition, % at 3.6 µM;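 active = inhibition above the campaign mean plus 3 SD, with each screening campaign given its own cutoff, cut at about 60% in these data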;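 note: 0% = DMSO treated cells and 100% = gossypol at 36 µM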
TLR9-MyD88 inh: blocks human TLR9 binding to MyD88 | CHO BLA complementation TLR9-MyD88, CCF4 FRET ratio | inhibition, % at 4.98 µM | 340,000 compounds, 0.21% hits;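 active = inhibition above the mean over all tested compounds plus 3 SD, cut at about 21% in these data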;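 note: 0% = DMSO only wells and 100% = clavulanate BLA inhibitor control wells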
SRC2 inh: inhibits human steroid receptor coactivator 2; HEK293 GAL4-SRC2 luciferase reporter, luminescence; AID 651957; inhibition, % at 9 µM; 370,000 compounds, 0.17% hits;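 active = inhibition above the mean inhibition of all tested compounds plus 3 SD, set per campaign, cut at about 52% in these data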;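 note: 0% = DMSO treated cells and 100% = cells given Gossypol at 36 µM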
Target sequence (Q15596 whole entry, looked up, the tested form may be a part): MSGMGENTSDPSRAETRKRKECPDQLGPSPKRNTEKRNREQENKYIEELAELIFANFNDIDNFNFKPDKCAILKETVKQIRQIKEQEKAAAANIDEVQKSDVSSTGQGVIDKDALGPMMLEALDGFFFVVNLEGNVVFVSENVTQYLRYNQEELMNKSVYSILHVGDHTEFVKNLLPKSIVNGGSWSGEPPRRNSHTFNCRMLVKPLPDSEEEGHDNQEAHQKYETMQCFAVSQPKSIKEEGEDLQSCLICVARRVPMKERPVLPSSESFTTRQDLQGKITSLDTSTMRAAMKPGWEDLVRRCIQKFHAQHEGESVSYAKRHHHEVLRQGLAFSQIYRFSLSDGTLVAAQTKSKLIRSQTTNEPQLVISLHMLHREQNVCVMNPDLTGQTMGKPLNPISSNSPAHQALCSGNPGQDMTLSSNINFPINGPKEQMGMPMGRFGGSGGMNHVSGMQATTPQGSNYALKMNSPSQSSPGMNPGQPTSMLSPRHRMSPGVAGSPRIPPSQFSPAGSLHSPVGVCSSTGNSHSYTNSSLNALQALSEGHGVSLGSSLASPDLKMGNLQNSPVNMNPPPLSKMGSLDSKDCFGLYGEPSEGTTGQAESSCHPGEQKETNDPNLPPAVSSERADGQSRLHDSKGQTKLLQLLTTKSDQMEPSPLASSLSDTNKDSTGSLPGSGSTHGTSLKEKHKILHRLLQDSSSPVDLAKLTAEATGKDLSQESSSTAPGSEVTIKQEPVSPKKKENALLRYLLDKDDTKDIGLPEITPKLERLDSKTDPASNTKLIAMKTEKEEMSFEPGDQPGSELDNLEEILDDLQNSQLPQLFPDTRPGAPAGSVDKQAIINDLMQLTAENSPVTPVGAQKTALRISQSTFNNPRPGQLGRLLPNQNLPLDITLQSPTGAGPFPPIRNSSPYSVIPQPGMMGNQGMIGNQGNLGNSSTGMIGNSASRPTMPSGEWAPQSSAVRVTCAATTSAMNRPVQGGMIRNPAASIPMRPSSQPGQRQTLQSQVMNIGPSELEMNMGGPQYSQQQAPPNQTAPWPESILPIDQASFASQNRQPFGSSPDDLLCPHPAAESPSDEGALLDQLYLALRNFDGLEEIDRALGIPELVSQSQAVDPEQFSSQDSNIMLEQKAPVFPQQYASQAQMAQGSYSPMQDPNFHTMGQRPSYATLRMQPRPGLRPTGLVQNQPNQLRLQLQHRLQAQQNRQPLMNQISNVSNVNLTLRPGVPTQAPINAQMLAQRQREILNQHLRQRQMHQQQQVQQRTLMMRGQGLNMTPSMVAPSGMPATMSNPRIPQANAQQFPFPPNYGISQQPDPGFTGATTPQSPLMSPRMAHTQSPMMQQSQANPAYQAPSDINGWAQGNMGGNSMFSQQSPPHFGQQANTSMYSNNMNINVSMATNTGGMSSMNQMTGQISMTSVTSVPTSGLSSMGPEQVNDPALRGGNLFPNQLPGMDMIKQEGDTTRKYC
NCOA3 inh: human NCOA3 inhibition; 360,000 compounds, 0.17% hits; HEK293 GAL4-SRC3 luciferase reporter, luminescence; inhibition, % at 3.6 µM; Q9Y6Q9; AID 588352;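 active = inhibition above a per-campaign cutoff, the mean of all compounds plus 3 SD, cut at about 60% in these data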;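 note: 0% = DMSO-treated cells and 100% = gossypol-treated cells at 36 µM; higher means less SRC3-driven luciferase light from the GAL4 reporter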
ABHD5 PLIN5 PPI: ABHD5-PLIN5 protein interaction inhibition; Split G. princeps luciferase complementation, luminescence, 4 h; inhibition, % at 4 µM; Q00G26+Q8WTS1; 360,000 compounds, 0.78% hits;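 active = inhibition above the mean inhibition across every tested compound plus 3 SD, cut at about 22% in these data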;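 note: 0% = DMSO only wells and the 100% control is not disclosed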
NOD2-RIPK2 inh: inhibitors of human NOD2-RIPK2 interaction; CHO BLA complementation NOD2-RIPK2, CCF4 ratio; inhibition, % at 4.98 µM; O43353; 360,000 compounds, 0.38% hits; in the data active = inhibition above about 21%;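 note: 0% = vehicle only and 100% = reference blocker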
MC4R barr agon: human MC4R agonism via beta-arrestin. P32245. 360,000 compounds, 0.98% hits. U2OS MC4R beta-arrestin complementation, luminescence; percent of melanotan II response, DMSO zero. activation, % at 8.9 µM;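 active = activation above a per-plate cutoff, the mean activation of sample wells on that plate plus 3 SD, cut at about 8% in these data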
NR5A2 inv ag: suppresses constitutive activity of human LRH-1 | 360,000 compounds, 0.13% hits | AID 602396 | inhibition, % at 3.6 µM | HEK293T StAR-luciferase reporter, LRH-1 transfected, 24 h | O00482;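 active = inhibition above the mean inhibition of all tested compounds plus 3 SD, cut at about 73% in these data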;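 note: 0% = DMSO wells and 100% = reporter-only cells lacking LRH-1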
Numbers without * were called inactive.

Under each structure: SRC1 inh	NR2F2 inh	TLR9-MyD88 inh	MC4R antag cAMP	MC4R barr agon	NCOA3 inh	EBV LMP1 NFkB	SRC2 inh	NR5A2 inv ag	NOD2-RIPK2 inh	ABHD5 PLIN5 PPI
- O=C(CN1C2CCC1CC(NC(=O)C1CC1)C2)NCc1ccccc1 (configuration not stated)
    -35	1	11	-2	-1.5	-3	21	14	-18	2	-2
- CCOC(=O)C1(CCOC)CCN(CC(C)Cc2ccc3c(c2)OCO3)CC1 (configuration not stated)
    13	8	0	2	0.3	-25	8	-7	14	-2	-6
- Cc1ccc(NC(=O)Cn2ccsc2=N)cc1S(=O)(=O)N(C)C
    -2	7	-9	1	-4.0	6	-8	-11	-15	-5	5
- CCOc1ccc(N2C(=O)C(CC(=O)Nc3ccc(F)cc3)N(Cc3ccccn3)C2=S)cc1 (configuration not stated)
    12	-3	0	17	0.0	-3	-7	10	9	-3	5
- Cc1ccc(S(=O)(=O)CC(=O)c2ccc(C)c([N+](=O)[O-])c2)cc1
    -8	7	2	-2	-2.2	-4	-3	6	13	-3	-1
- CCOC(=O)C1[C@H]2C(=O)N(CCCOC)C[C@]23C=C[C@H]1O3 (some centres not stated)
    0	6	0	16	-1.1	7	-8	3	-1	-71	5
- CN(C(=O)c1cccc(NC(=O)Cc2ccc(NC(=O)C3CCCN(C(=O)C4CCCCC4)C3)cc2)c1)C1CC1 (configuration not stated)
    -13	-28	-1	-2	-0.8	-5	-2	-6	-19	3	-6
- CCCCCC(=O)N1C[C@H](n2cc(COC(=O)c3ccccc3)nn2)[C@@H](O)C[C@@H]1c1ccccc1
    -21	3	2	10	1.0	-4	5	5	-26	-4	-2
- CN(Cc1cccnc1)C(=O)c1ccc(Cl)c(NS(=O)(=O)c2ccc(F)cc2)c1
    2	2	2	-1	0.7	20	-1	-19	17	5	-4
- CCN(CC)C(=O)Oc1nnc(SC(C)C)n1-c1ccc(Cl)c(Cl)c1
    -36	17	-2	13	1.5	25	-3	4	19	-4	2
- CC(=O)OC(C(=O)NC1CCCCC1)c1ccccc1Cl (configuration not stated)
    -2	12	7	0	-0.4	-2	1	27	-14	-1	6
- COc1cc(C(=O)O)cc(Br)c1OC1CCCC1
    17	2	-2	3	1.5	4	-10	4	7	-12	7
- CCCCN(C(=O)c1ccccc1F)c1c(N)n(CCC)c(=O)[nH]c1=O
    10	-6	2	7	0.1	13	3	13	0	-3	2
- Cc1cccc(NC(=O)c2cc(Cl)nc3ccccc23)n1
    0	22	4	-1	-1.8	12	-8	6	1	-2	-1
- CC(C)OC(=O)c1cc2c(=O)[nH]c(C(Cl)(Cl)Cl)nc2o1
    -5	-12	4	18	1.5	10	9	-55	-6	-5	-3
- O=C(Cn1ncc2c3ccccc3n(Cc3ccccc3)c2c1=O)NCc1ccccn1
    4	12	-5	8	3.9	10	-4	-1	-15	-1	7
- COC(=O)c1c(CSc2ccc(C)c(C)c2)noc1C(=O)NCc1ccc(OC)cc1
    -12	-12	-3	8	0.6	-8	-3	14	-6	-1	-2
- CCCN(CC(=O)Nc1ccccc1C)C(=O)CSc1ccccc1C
    7	-5	0	-3	0.1	-4	-3	-14	-6	-6	9
- CC(C)N1CC(C(=O)Nc2ccc(Cl)c(Cl)c2)CC1=O (configuration not stated)
    10	2	-5	3	-0.3	-2	4	-11	3	3	9
- Cc1ccc(NC(=O)COc2cccc(-n3cnnn3)c2)cc1S(=O)(=O)N1CCOCC1
    -22	-4	-8	16	1.0	13	3	11	7	5	3
- C=C1CCN(c2ccc(C(=O)NCc3ccc(OC)cc3)cc2[N+](=O)[O-])CC1
    6	3	-2	14	-1.0	-8	4	-24	7	3	5
- CCOC(=O)C1CCN(C(=O)Cc2ccc(C)cc2)CC1
    -9	-4	-1	3	-2.2	4	-18	-22	-7	-4	2
- COc1ccccc1C(=O)Oc1ccc2ccc(=O)oc2c1
    -1	21	-5	6	2.1	8	-8	-16	24	-21	9
- COc1ccc(/C=N/NC(=O)c2cccnc2)cc1CN1CCc2cc(OC)c(OC)cc2C1C (configuration not stated)
    -8	-25	-10	-1	-2.1	13	-5	-8	5	-1	-1
- O=C(CNCc1ccccc1)NCCCN1CCCC1=O
    -6	-18	-5	-1	0.0	-6	-1	1	-18	-1	-2
- O=C(CSc1ncnc2ccccc12)NCC(=O)c1ccccc1
    3	6	7	-4	-0.1	15	-3	9	13	-4	-2
- O=C(NCCN1CCOCC1)C(=O)NCC1CCCO1 (configuration not stated)
    -10	12	11	-1	-1.7	4	-8	-12	-7	9	-6
- c1ccc2nc3c(nc2c1)c1ccccc1n3CCN1CCOCC1
    -46	-39	-6	17	-0.1	-41	-16	-88	-81	-4	3
- COC(C(=O)N/N=C/c1ccc(OCC(=O)N2CCOCC2)cc1)c1ccccc1 (configuration not stated)
    1	8	-9	7	-1.4	4	7	-26	11	6	1
- COc1cccc(CNC(=O)C2CCN(c3nn4c(=O)cc(C)nc4s3)CC2)c1
    -13	-26	9	1	-0.6	-2	-3	-2	2	3	-5
- CC(c1ccccc1)N1C(=O)c2ccccc2C1O (configuration not stated)
    5	-8	0	2	-1.3	15	0	-3	4	-1	0
- Cn1ccnc1C(O)(c1nnc(-c2ccccc2)o1)C(F)(F)F (configuration not stated)
    -18	7	3	2	-0.8	5	3	0	-23	-1	-7
- O=C(Nc1ccccc1C(=O)Nc1ccccc1)c1cccs1
    -3	-24	-14	10	9.0*	12	-8	12	12	-1	-4
- CC(C)(C)c1cccc(P(=O)(c2ccccc2)c2ccccc2)c1O
    -11	9	-3	12	4.0	1	-5	2	-8	1	1
- CC1CCCCN1CCCn1c(=S)[nH]c2ccccc2c1=O (configuration not stated)
    -2	7	-2	0	-0.8	20	-8	4	-16	-1	-7
- Cc1c(C)n(C(=O)CSc2nncn2C)c2ccccc12
    4	-5	1	-5	-2.5	2	4	-14	19	3	-7
- Cc1c(C(=O)N(C)CCc2cnn(C)c2)oc2c(F)cccc12
    -6	9	-6	0	-2.5	-17	-4	-9	-14	7	4
- CC(c1ccco1)N(C(=O)c1cccc(S(=O)(=O)N(C)C)c1)c1ccccn1 (configuration not stated)
    -1	0	-7	7	-2.6	-10	-3	-5	13	-4	4
- Clc1ccc2nnnc(-c3ccccc3)c2c1
    11	-12	13	10	-1.2	39	-6	20	-13	6	0
- CCCn1c(N2CCN(C(=O)NCc3ccccc3)CC2)nc2ccccc21
    1	0	-7	9	-1.4	20	8	-6	-17	0	8
- O=C(Nc1nc2c(s1)CCCC2)C1CCCN1C(=O)c1cccs1 (configuration not stated)
    0	11	0	-1	-1.3	-7	3	-17	-18	1	7
- C/C(=N\NC(N)=O)c1ccc(Cl)s1
    8	-22	4	-1	1.5	-9	3	-8	-11	-8	-2
- CC(C)NC(=O)c1nn2c(C(F)(F)F)cc(-c3ccco3)nc2c1Cl
    8	-8	-1	7	-0.2	-19	3	-11	-25	-4	-1
- O=c1cc(-c2ccccc2)nc2nc[nH]n12
    -25	21	4	4	-0.5	9	-3	-28	15	1	-1
- Cc1ccc(S(=O)(=O)NCCC(=O)NNc2c(F)c(F)cc(F)c2F)cc1
    -7	11	9	-4	-0.8	25	5	-2	11	-9	-7
- COCCCNC(=O)CCn1c(=O)c2ccccc2n(CC(=O)Nc2ccc(C)cc2C)c1=O
    3	1	5	3	0.1	-1	2	3	21	-7	3
- O=S(=O)(c1ccc(Cl)cc1)N1CCN=C1SCc1ccc(Cl)c(Cl)c1
    -9	2	4	17	-1.0	7	-15	-3	11	7	-2
- CCC(C)NCCOCCOc1ccc(Cl)c(C)c1C (configuration not stated)
    -1	-2	5	-6	0.0	10	-2	0	7	-21	19
- COc1ccc(S(=O)(=O)Nc2ccc(S(=O)(=O)N3CCOCC3)cc2)cc1
    9	0	7	7	-0.6	0	5	14	6	-6	7
- CN(C)S(=O)(=O)c1ccc(C(=O)OCC2COC(C)(C)O2)cc1 (configuration not stated)
    1	-4	3	19	-0.2	-5	-3	-37	-13	-7	3
- Cc1ccc(S(=O)(=O)N2CCN(C(=O)COC(=O)COc3ccc(Br)cc3)CC2)c(C)c1
    -8	7	-4	-3	-1.4	4	-4	1	7	-20	3
- COc1cc2cnc(-c3ccccc3)c(-c3cccc(C(F)(F)F)c3)c2cc1OC
    8	-9	-4	-3	1.0	-11	13	-10	-40	0	-13
- Cc1nn(-c2ccc(F)cc2)c(Cl)c1C(=O)N(C)CC(=O)Nc1cccc(F)c1
    -8	19	-6	6	-0.7	23	14	0	10	-1	-10
- Cc1cc2c(c(=O)n1C)C(Cc1ccccc1)C(C#N)=C(N)O2 (configuration not stated)
    -44	-4	0	4	-1.7	6	-2	8	0	-5	5

High-throughput results deposited in PubChem BioAssay by several laboratories.

Not all compounds are listed (hit frequency here may not be typical).
